DAX1 inh-1: inhibitors of human orphan nuclear receptor DAX1 (NR0B1) | hit rate 0.99% among 340,000 | AID 504766 | HEK293 Gal4-DAX1 luciferase reporter, luminescence | inhibition, % at 6.75 µM;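 active = inhibition above the mean over all tested compounds plus 3 SD, cut at about 4.2% in these data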;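 also: 0% = DAX1-transfected cells with DMSO and 100% = empty-vector control cells with DMSO; inhibition shows as a rise in luminescence from relieved DAX1 repression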
Target sequence (P51843 207-470 limits assumed): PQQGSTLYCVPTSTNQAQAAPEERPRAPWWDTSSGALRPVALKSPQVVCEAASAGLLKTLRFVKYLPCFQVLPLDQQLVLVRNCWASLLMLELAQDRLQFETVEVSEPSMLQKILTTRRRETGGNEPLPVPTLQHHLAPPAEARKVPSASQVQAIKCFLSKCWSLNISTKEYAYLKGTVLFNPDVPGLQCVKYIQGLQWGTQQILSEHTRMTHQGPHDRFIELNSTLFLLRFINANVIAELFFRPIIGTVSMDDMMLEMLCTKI
hcDAF-12 act: activates DAF-12 receptor from parasite H. contortus; HEK293 hcDAF-12 lit1-tk-luc reporter, luminescence; 0% DMSO, 100% Δ7-dafachronic acid; activation, % at 6.8 µM; hit rate 1.4% among 370,000;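 active = activation above the mean of all tested compounds plus 3 SD, cut at about 5.5% in these data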;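 also: 100% = response to 3 µM Δ7-dafachronic acid high control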
hgDAF12 agonist: agonists of H. glycines DAF-12 nuclear receptor; activation, % at 6.8 µM; hit rate 1.8% among 370,000; HEK293 GAL4-hgDAF12 UAS-luciferase reporter, agonist luminescence; normalized to butyrate control;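 active = activation above a cutoff set at the mean of all screened compounds plus 3 SD, cut at about 10% in these data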;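 also: 0% = DMSO wells and 100% = sodium butyrate wells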
Rev-erbA mod: Rev-erb alpha (human) modulation | AID 1259318 | activity, % at 10 µM | Rev-erbα–FITC-DNA binding, fluorescence polarization, 90 min | hit rate 0.79% among 370,000;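 active = activity above about 14%, limit read from the data; passing the limit was not always enough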;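 also: 0% = DMSO wells with 35 nM protein and 100% = DMSO wells with 750 nM protein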
Target sequence (P20393 whole entry, looked up): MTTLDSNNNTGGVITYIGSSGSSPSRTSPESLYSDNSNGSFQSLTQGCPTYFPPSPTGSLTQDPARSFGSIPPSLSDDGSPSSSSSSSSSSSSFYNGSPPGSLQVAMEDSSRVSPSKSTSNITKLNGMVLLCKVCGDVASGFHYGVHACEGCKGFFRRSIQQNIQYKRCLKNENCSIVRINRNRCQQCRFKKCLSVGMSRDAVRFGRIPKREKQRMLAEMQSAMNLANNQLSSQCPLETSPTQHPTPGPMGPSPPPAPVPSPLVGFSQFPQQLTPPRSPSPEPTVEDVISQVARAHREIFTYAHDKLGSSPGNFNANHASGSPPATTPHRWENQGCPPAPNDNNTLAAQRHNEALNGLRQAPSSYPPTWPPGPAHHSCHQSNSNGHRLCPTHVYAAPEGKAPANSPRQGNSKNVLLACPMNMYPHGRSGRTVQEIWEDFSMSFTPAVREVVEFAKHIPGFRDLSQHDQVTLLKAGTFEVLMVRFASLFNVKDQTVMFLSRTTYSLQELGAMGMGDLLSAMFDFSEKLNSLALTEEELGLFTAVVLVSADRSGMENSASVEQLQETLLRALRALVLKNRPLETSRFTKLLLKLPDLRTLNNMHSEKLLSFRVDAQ
PG9 binder: binds the HIV-1 gp120 antibody PG9. TR-FRET gp120-PG9 antibody binding. hit rate 0.43% among 360,000. inhibition, % at 6.7 µM; in the data active = inhibition above about 8.5%
SMARCA2 act: activators of SMARCA2 function | MG213 cells, MMTV-luciferase reporter, dexamethasone, overnight | activation, % at 9.1 µM | hit rate 1% among 370,000 | AID 652017; in the data active = activation above about 7.8%;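 also: 0% = vehicle wells and 100% = reference activator wells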
sPLA2-III inh: Inhibits HGIII-sPLA2 liposome hydrolysis, primary screen | Q9NZ20 | QFRET BODIPY PC-A2 liposome hydrolysis, fluorescence | inhibition, % at 12.2 µM | hit rate 0.56% among 370,000 | AID 743126;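 active = inhibition above mean plus 3 SD of compounds lying within the high and low control bounds, cut at about 19% in these data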;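 also: 0% = median of test compound wells and 100% = no enzyme DMSO wells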
FXN GAA850 act: frataxin GAA850 promoter activation | hit rate 0.56% among 360,000 | activation, % at 6 µM | AID 540364 | HEK293 lucGAA850 FXN promoter luciferase reporter, 24 h; percent of 10 µM SAHA response;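 active = activation above the average of all compounds screened plus 3 SD, cutoff fixed separately per campaign, cut at about 7.5% in these data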;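 also: 0% = DMSO wells and 100% = 10 µM SAHA wells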
ssDAF-12 act: activators of S. stercoralis DAF-12 nuclear receptor; hit rate 1% among 370,000; activation, % at 6.8 µM; HEK293 ssDAF-12/GRIP1 lit1-tk-luc reporter, luminescence; % of 3 µM dafachronic acid response;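 active = activation above the mean over all tested compounds plus 3 SD, cut at about 0.9% in these data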;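 also: 0% = DMSO-only wells and 100% = 3 µM delta7-dafachronic acid wells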
PLCb3 inh: PLC-beta3 (human) inhibition, primary screen; hit rate 0.18% among 370,000; Purified PLC-beta3, fluorogenic substrate, fluorescence; AID 720704; inhibition, % at 12.2 µM; in the data active = inhibition above about 11%;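 also: 0% = median of compound wells on plate and 100% = full blocker control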
DAX1 inh-2: inhibitors of DAX1 repression of SF-1 activated StAR promoter | HEK293T StAR-luciferase reporter, SF-1/DAX-1 repression relief | inhibition, % at 6.8 µM | hit rate 1.1% among 370,000 | AID 652010;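 active = inhibition above the mean over all tested compounds plus 3 SD, cut at about 3.6% in these data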;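 also: 0% = DAX-1 cells with DMSO and 100% = cells lacking DAX-1 with DMSO; higher inhibition means more luminescence from relief of DAX-1 repression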
* hit, by the source's call; i = inactive; . = not tested or not shown; & = joins results of further samples.

SMILES | DAX1 inh-1 | hcDAF-12 act | hgDAF12 agonist | Rev-erbA mod | PG9 binder | SMARCA2 act | sPLA2-III inh | FXN GAA850 act | ssDAF-12 act | PLCb3 inh | DAX1 inh-2
COc1ccccc1-c1nc(S(=O)(=O)c2ccccc2)c(N2CCCCC2)o1 | 2.5 | -1.6 | 0.3 | 5.5 | 2.2 | -1.9 | 8.0 | -1.5 | -0.5 | -10.2 | 0.2
COC(=O)c1[nH]c2cc(OC)c(OC)cc2c1NC(=O)CN1C[C@H]2C[C@@H](C1)c1cccc(=O)n1C2 | 0.6 | -1.9 | -3.9 | -3.8 | -2.3 | 3.6 | -1.0 | 1.2 | -1.2 | -209.8 | 0.9
C[C@H](NC(=O)OCc1ccccc1)C(=O)N[C@@H](Cc1c[nH]c2ccccc12)C(=O)O | 2.2 | -0.8 | 1.7 | -5.1 | 0.1 | 1.2 | -1.4 | 1.9 | -0.7 | -1.8 | -0.5
C#CCNC(=O)c1csc([C@@H]2O[C@H](CO)[C@@H](O)[C@H]2O)n1 | . | 0.3 | -0.4 | -2.2 | -1.5 | -2.8 | -6.7 | 0.5 | -1.2 | 3.3 | -0.2
CCCNC(=O)C(CC)NC(=O)c1ccc(C#N)cc1 (stereo unspecified) | 0.3 | -0.9 | 2.0 | 5.4 | -1.7 | 2.0 | 0.1 | 2.3 | -1.3 | 1.4 | 0.1
CCc1ccc(C(C(=O)NC2CCCC2)N(C(=O)/C=C/C(=O)Nc2cc(C)on2)c2ccccc2C)cc1 (stereo unspecified) | -0.6 | -2.6 | 0.6 | 10.9 | -0.4 | -1.5 | -2.4 | -1.8 | 0.2 | -0.1 | 0.4
CCOC(=O)C1=C(C)OC(N)=C(C#N)C1c1ccc(O)c(OC)c1 (stereo unspecified) | -1.0 | -0.2 | -0.2 | -2.4 | -1.7 | -2.3 | -22.3 | 0.0 | -1.3 | -16.9 | -0.3
O=C(NCC1COCCO1)c1ccc(OC2CCN(CCc3ccccc3)CC2)cc1 (stereo unspecified) | 2.2 | -0.9 | -0.8 | -6.2 | -0.2 | -2.3 | 6.4 | 2.5 | -0.7 | -9.1 | -0.9
N#Cc1ccsc1NC(=O)CN1CCN(c2ccccn2)CC1 | -0.5 | -1.5 | -0.6 | -3.8 | -1.5 | -1.1 | 7.1 | 3.3 | -1.3 | -4.5 | -0.2
CCOC(=O)C1CCN(C(=O)Cc2c(C(=O)O)n(CC)c3ccccc23)CC1 | 1.0 | 1.0 | 1.0 | -1.8 | 0.7 | -2.0 | -14.1 | -0.3 | -0.6 | -13.9 | -0.8
COc1ccc2[nH]c(=O)c(CN(C(=O)c3cccnc3)c3ccccc3OC)cc2c1 | -1.5 | 0.7 | -3.9 | 3.3 | 0.6 | -2.0 | -0.1 | -0.1 | -0.6 | -29.1 | -0.1
NS(=O)(=O)c1ccc(CCNC(=O)CN2CCN(c3cccc(Cl)c3)CC2)cc1 | -2.9 | -5.8 | -6.8 | 3.5 | -0.4 | -5.0 | -2.4 | -1.0 | -1.7 | 2.0 | -1.8
CC1CCC2(CC1)CCN(CCCOC(=O)Nc1cccc(C(F)(F)F)c1)C2=O (stereo unspecified) | . | -0.7 | 0.6 | 5.6 | . | -5.5 | 0.2 | . | -1.0 | -1.7 | -2.9
CNc1oc(-c2ccccc2)nc1C#N | -0.2 | -0.4 | 4.4 | 5.0 | 0.9 | 2.5 | 1.1 | 1.3 | -1.1 | i | 0.3
Cc1ccsc1C(=O)N1CCCC(CCC(=O)NCc2ccccc2F)C1 (stereo unspecified) | -0.8 | 0.5 | -0.4 | 3.3 | 1.1 | 0.5 | 3.9 | 2.1 | -1.4 | -2.1 | -0.3
CC(=O)Nc1ccc(S(=O)(=O)N2CCCN(S(=O)(=O)c3ccc(C)cc3)CC2)cc1 | -1.8 | -0.2 | -1.4 | 0.4 | -0.1 | -1.5 | -24.5 | -1.7 | -1.6 | -0.3 | -1.3
O=C(Cn1cnc2ccccc2c1=O)NCCC(=O)Nc1ccccc1C(F)(F)F | -1.1 | -1.7 | -0.7 | 0.6 | 0.3 | -4.5 | 5.1 | -0.6 | -0.9 | -6.3 | 0.7
Cc1cccn2cc(-c3c[nH]c4ccccc34)nc12 | 4.8* | 6.9* | 12.5* | 2.1 | -5.9 | 16.6* | 0.3 | 5.5 | 0.9* | -486.0 | 3.2
CCOC(=O)Cc1c(C)nc(Cc2ccc(OC(C)C)cc2)[nH]c1=O | 0.5 | -1.4 | 0.8 | -3.0 | -3.6 | -1.3 | 6.3 | -1.7 | -0.8 | -7.4 | -1.1
CCc1cc(=O)oc2cc(C)cc(OC(C)C(=O)O)c12 (stereo unspecified) | 0.3 | -0.7 | 0.8 | -0.9 | 0.6 | 1.1 | 5.5 | -4.3 | -1.1 | i | -0.8
Cc1cccc(C)c1Nc1nnc(SCC(=O)NCc2cccs2)s1 | 0.6 | 0.3 | 1.9 | -3.4 | 0.2 | -3.0 | -1.4 | 0.7 | -1.4 | 2.2 | -0.1
COc1cc(C(=O)NCc2ccc3c(c2)OCO3)c([N+](=O)[O-])cc1OC | 2.7 | -0.7 | 0.7 | 2.8 | 1.1 | -2.1 | 3.0 | 1.8 | -0.8 | 1.6 | 0.1
O=C(Nc1ccccc1F)c1ccco1 | -1.1 | 0.2 | 7.1 | 2.5 | -1.4 | 4.6 | 1.2 | 0.5 | -1.6 | 3.3 | 0.4
Cc1ccc(-c2nc3ccccc3s2)cc1NC(=S)NC(=O)c1cccc2ccccc12 | 4.4* | 6.0* | 16.6* | -0.6 | 0.8 | 4.0 | 5.1 | 5.5 | 0.4 | -17.8 | 3.1
CCOc1ccc(NC(=S)N(CCCN2CCOCC2)Cc2cn(C)c3ccccc23)cc1 | 0.0 | -1.1 | -0.7 | 4.2 | -1.1 | -2.3 | 4.6 | 2.6 | -2.0 | -3.8 | -0.7
CN(C)CCOC(=O)COc1ccc(Cl)cc1 | -0.4 | -0.6 | -2.3 | 1.2&1.0 | -0.5 | -2.3 | -3.2 | -1.0 | -1.5 | 3.7 | -1.3
CCCn1nc(C(=O)OCC(=O)Nc2ncc(Cl)c(C)c2Cl)c2ccccc2c1=O | 1.0 | 0.2 | 5.1 | -1.5 | -1.3 | -1.0 | -0.2 | 0.2 | -0.3 | 0.1 | 0.5
O=C(Cc1c(F)cccc1Cl)NC1CCN(Cc2ccccc2)CC1 | 0.6 | -0.5 | -2.2 | -10.3 | -0.4 | -1.1 | 4.7 | 1.1 | -1.2 | -11.7 | 1.7
CC(C)Cc1nnc(NC(=O)c2cc(-c3ccccc3)nc3ccccc23)s1 | -0.1 | -0.9 | -1.6 | -6.5 | 1.5 | -3.7 | 0.4 | -2.5 | -1.1 | 4.1 | -0.6
Cc1nn(CCCC(=O)NCc2ccco2)c(=O)c2nn(-c3ccccc3)c(C)c12 | -0.3 | -2.7 | 1.9 | -2.2 | -1.4 | -1.4 | 4.4 | 4.8 | -0.9 | -4.3 | 0.1
COc1ccc(NC(NC(=O)c2cccnc2)C(Cl)(Cl)Cl)cc1 (stereo unspecified) | . | 2.9 | 5.9 | 0.7 | -3.1 | -0.2 | 0.6 | -0.2 | -0.6 | -1.3 | -0.2
COc1cnc(N(C)C)nc1Sc1ccc(Cl)cc1 | -0.4 | -0.2 | -2.7 | 4.8 | 1.3 | 1.4 | 3.3 | 2.1 | -1.3 | -246.3 | -1.2
Cc1ccc2c(c1)N(C(=O)CSc1nncn1C)C(C)(C)c1ssc(=S)c1-2 | 2.5 | -0.8 | -0.9 | 9.3 | -4.5 | -0.3 | 24.4* | -0.8 | -1.5 | 3.1 | -0.2
Cc1c(C#N)c2ccccc2n1CC(=O)NCC1CCCO1 (stereo unspecified) | 0.1 | 1.7 | 1.0 | 4.4 | -2.2 | 3.6 | -6.3 | -1.1 | 0.0 | -9.1 | -0.6
COC(=O)c1ccc2nc(-c3cccc(Br)c3)c(Cc3cccc(Cl)c3)n2c1 | . | 2.1 | 8.3 | -4.3 | -0.4 | -0.8 | -1.2 | . | 0.3 | -31.4 | 0.2
O=C(COC(=O)COc1ccc2ccccc2c1)NCC(F)(F)F | 0.5 | 5.6* | -0.3 | 2.3 | -0.1 | -2.9 | -3.6 | -0.7 | -1.3 | -8.6 | 0.0
O=C(NC(=S)Nc1ccccc1Cl)c1cncc(Br)c1 | 2.4 | -0.5 | -1.9 | 1.6 | -1.4 | -1.3 | 3.6 | 2.1 | -1.3 | -5.2 | 0.2
COc1ccccc1NS(=O)(=O)c1ccc(C(=O)NCC(c2ccco2)N2CCCCC2)cc1 (stereo unspecified) | 0.8 | -0.8 | 0.1 | -1.2 | -0.8 | 0.5 | -19.1 | -3.8 | -0.8 | -1.4 | -0.8
CC(=O)Nc1ccc2c(COC(=O)[C@@H](NS(=O)(=O)c3ccc(C)cc3)C(C)C)cc(=O)oc2c1 | -1.1 | 0.2 | 0.9 | -8.8 | 0.1 | -3.8 | -6.2 | 1.3 | -1.5 | i | 0.2
CC(=O)NCCc1ccc(S(=O)(=O)NC2OC(=O)c3ccccc32)cc1 (stereo unspecified) | -0.8 | 0.5 | 0.5 | 4.1 | -1.6 | 1.1 | -3.3 | 1.1 | -1.7 | 1.3 | 0.6
Cn1c(CNC(=O)c2ccco2)nnc1SCC(=O)c1ccc(F)cc1 | 0.6 | -0.4 | -0.9 | -4.2 | -0.9 | -2.0 | -8.3 | -0.6 | -1.0 | -4.4 | -0.2
O=C(NCC12CC3CC(C1)CC(CNC(=O)N1CCCC1)(C3)C2)N1CCCC1 | -1.1 | -1.3 | -2.2 | -3.7 | -1.5 | -1.2 | 3.5 | 0.5 | -1.2 | 4.0 | -0.1
C/C(=N\NC(N)=O)C1(C)CCCCC1 | 1.7 | -1.6 | 0.1 | 0.0 | -3.1 | -1.9 | -8.5 | -0.9 | -1.7 | 2.2 | -0.3
COC(=O)Cn1c(CN2CCOCC2)nc2c1c(=O)n(C)c(=O)n2C | 1.7 | -1.1 | -0.2 | 2.4 | 0.8 | 8.3* | 3.4 | 0.5 | -1.2 | 5.0 | -0.3
Cc1cc2nc(-c3ccco3)c(CC(C)(C)C)n2c(C)c1Br | . | 0.2 | 2.2 | -10.3 | -0.8 | -0.2 | -10.5 | . | -0.4 | -12.9 | -0.1
CC1(C2CC2)NC(=O)N(CC(=O)Nc2ccc(SC(F)F)cc2)C1=O (stereo unspecified) | 1.3 | 1.4 | -3.0 | -0.2 | 2.7 | -0.9 | 7.8 | 2.4 | -1.4 | -1.0 | -0.3
Cc1ccc(C(=O)O)cc1S(=O)(=O)N1CCC(C(=O)O)CC1 | -0.2 | -1.2 | -0.6 | -0.2 | 2.2 | -1.5 | -0.4 | 0.7 | -1.2 | 0.0 | -0.2

High-throughput results as filed in PubChem BioAssay.

Compounds as they come; overall some 7% were active at least once.
